KOR beta-arrestin-1: kappa opioid receptor activators – cell-based, luminescence, uHTS, primary screen (AID 1777) | 280,000 compounds, 0.02% hits | activation, % at 10 µM, or EC50 in µM where a hit was titrated | KOR beta-arrestin recruitment, luminescence; higher % means a stronger effect; in the data active = activation above about 50%, passing the limit was not always enough; also: a part of the inactive calls stands beside numbers as strong as those of hits
NOD1 inhibition: inhibition of NOD1-driven NF-kB reporter – cell-based, luminescence, uHTS, primary screen (AID 1578) | one-dose inhibition, % at 4 µM; EC50 in µM for titrated hits | 290,000 compounds, 1% hits | NOD1-driven NF-kB luciferase reporter cells, luminescence; higher % means a stronger effect; in the data active = inhibition mostly above about 36%, no sharp cut-off; inactive = mostly below about 34%;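 also: HEK-293T reporter cells stimulated with the NOD1 agonist gamma-tri-DAP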
UTI89 phage lysis: protection from phage-mediated lysis, alamar blue read-out – E. coli UTI89, K1F phage, bacterial capsule biogenesis inhibitors (AID 488966) | E. coli UTI89 K1F phage lysis, alamar blue, 2 h; higher % means a stronger effect | inhibition, % at 100 µM, or IC50 in µM where a hit was titrated | 340,000 compounds, 0.02% hits;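 active = phage lysis inhibition, versus mean bacterial control, above a set limit; inconclusive = no clear call, values can overlap the other calls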;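 also: capsule biogenesis inhibitors block K1F phage lysis so surviving cells raise fluorescence; higher fluorescence means more inhibition of phage lysis; actives were called in the ten point dose series up to 300 µM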
GPR35 antagonists: inhibition of zaprinast-stimulated GPR35 beta-arrestin translocation – imaging, U2OS, beta-arrestin-GFP, zaprinast agonist, primary screen (AID 2058) | U2OS GPR35 beta-arrestin-GFP translocation imaging, zaprinast antagonism; higher % means a stronger effect | inhibition, % at 10 µM, or IC50 in µM where a hit was titrated | 290,000 compounds, 0.052% hits;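 active = inhibition of at least 50% with at least 30 cells and total cytoplasm GFP at most 10,000,000; inconclusive = under 30 cells or total GFP of 10,000,000 plus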
Rac1 GTP hydrolysis: MgcRacGAP GTPase-activating activity inhibitors, confirmation, biochemical, ADP Hunter fluorescence | MgcRacGAP-stimulated Rac1 GTP hydrolysis, ADP Hunter fluorescence; higher % means a stronger effect; GST-tagged Rac1 F28L mutant substrate | AID 624330 | 340,000 compounds, 0.6% hits | inhibition, % at 30 µM; hits with a dose series show IC50 in µM;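 active = first-screen hits whose inhibition reached a set limit at any dose in the follow-up dose series; inconclusive = inhibition above the set first-screen limit but never retested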;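 also: fluorescence reports GDP produced by GAP-driven GTP hydrolysis; strong numbers were not always called active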
KOR beta-arrestin-2: kappa opioid receptor blockers – cell-based, luminescence, uHTS (AID 1778) | KOR beta-arrestin recruitment, luminescence, antagonist mode; higher % means a stronger effect | inhibition, % at 10 µM, or IC50 in µM where a hit was titrated | 290,000 compounds, 0.091% hits; in the data active = inhibition above about 50%; also: strong numbers were not always called active
GPR55 activation: GPR55 agonists via beta-arrestin recruitment, primary screen, imaging, U2OS cells, beta-arrestin-GFP redistribution (AID 1961); U2OS GPR55 beta-arrestin-GFP redistribution imaging; higher % means a stronger effect; activation, % at 10 µM, or EC50 in µM where a hit was titrated; 290,000 compounds, 0.048% hits;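 active = activation above 40% with more than 50 cells counted in the well; inconclusive = wells holding fewer than 50 cells, flagged as toxic or sparse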;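 also: U2OS osteosarcoma cells stably expressing GPR55 and beta-arrestin-GFP; plate controls were DMSO negative control for no effect and LPI positive control for full effect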
NTR1 agonist: NTR1-driven beta-arrestin-GFP spot formation – imaging, U2OS cells, high content, primary screen (AID 493036); agonist mode; activation, % at 20 µM; 330,000 compounds, 0.17% hits; P30989;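 active = activation at or above 40% of the spot to cytoplasm intensity ratio, with at least 20 cells analyzed; inconclusive = wells under 20 cells, flagged as cytotoxic or low count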;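 also: 0% = DMSO without peptide and 100% = 100 nM NTR1 peptide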
Target sequence (P30989 whole entry, looked up): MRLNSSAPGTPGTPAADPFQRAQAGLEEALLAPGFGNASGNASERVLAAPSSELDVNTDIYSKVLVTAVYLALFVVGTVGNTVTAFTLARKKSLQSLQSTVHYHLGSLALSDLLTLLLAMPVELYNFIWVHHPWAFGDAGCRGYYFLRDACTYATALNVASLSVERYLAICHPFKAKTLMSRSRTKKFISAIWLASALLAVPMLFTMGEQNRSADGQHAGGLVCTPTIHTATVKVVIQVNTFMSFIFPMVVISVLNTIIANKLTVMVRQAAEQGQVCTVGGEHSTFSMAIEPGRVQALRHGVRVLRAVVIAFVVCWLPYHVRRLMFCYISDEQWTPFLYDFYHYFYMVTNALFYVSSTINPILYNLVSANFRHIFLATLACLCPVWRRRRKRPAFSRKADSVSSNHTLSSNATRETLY
GPR55 antagonists: GPR55 antagonists blocking LPI-driven arrestin recruitment, primary screen, imaging, U2OS, beta-arrestin-GFP, LPI agonist (AID 2013); U2OS GPR55 beta-arrestin-GFP translocation imaging, LPI antagonism; higher % means a stronger effect; inhibition, % at 10 µM; hits with a dose series show IC50 in µM; 290,000 compounds, 0.13% hits;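 active = spots per cell inhibited over 60%, with over 100 cells counted and total cytoplasm intensity under 500,000; inconclusive = wells with under 100 cells, flagged as likely toxic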;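 also: U2OS cells stably carrying GPR55 and arrestin-GFP stimulated by 5 µM LPI near EC80; imaged beta-arrestin-GFP aggregate spots per cell after agonist stimulation; plate controls were LPI-stimulated DMSO wells for no effect and DMSO wells without LPI for full effect; some results filed as inactive read as strong as hits; confirmed hits need IC50 under 10 µM and bright autofluorescent wells are also inconclusive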
NTR1 agonist cell count 20 µM: also measured in NTR1 agonist; calls as there; cell count; measured here: cell count, cytotoxicity flag
* marks the source's active call; other numbers are inactive results; ? = inconclusive; . = not tested or not shown; [ ] = another dose, or the depositor's remark. Some of the compounds tested; rates above refer to the full screens.

SMILES	KOR beta-arrestin-1	NOD1 inhibition	UTI89 phage lysis	GPR35 antagonists	Rac1 GTP hydrolysis	KOR beta-arrestin-2	GPR55 activation	NTR1 agonist	NTR1 agonist cell count 20 µM	GPR55 antagonists
O=C1Nc2ccccc2O/C1=C\c1ccccc1	-3.2%	3.9%	0.1%	15.3%	3.2%	10.9%	0.3%	3.6	100	-13.3%
CCCCC(=O)Nc1cccc(NC(=O)c2cccc(Br)c2)c1	6.1%	-8.8%	-0.3%	-6.5%	6.2%	-2.8%	-0.8%	0.0	87	-3.8%
COc1ccc(-c2noc(N3CCC(C(=O)Nc4cc(OC)c(OC)c(OC)c4)CC3)n2)cc1	-6.4%	-34.1%	-0.1%	-8.7%	-15.2%	-12.3%	-0.1%	0.5	60	-1.8%
CN1c2ccccc2Sc2cc(N)ccc21	-6.2%	-43.7%	0.1%	2.9%	?	-0.6%[20 µM]	0.3%	0.8	76	-20.0%
Cc1nnc(NC(=O)C2C3C=CC(O3)C2C(=O)O)s1 (stereo not given)	-3.9%	12.8%	.	-19.2%	.	-45.8%	-0.1%	0.3	43	2.7%
O=C(O)CCN1C(=O)c2ccc(NC(=O)Cc3ccc(Cl)cc3)cc2C1=O	1.8%	-21.0%	-0.6%	-9.4%	-2.7%	-4.7%	0.3%	0.4	53	1.9%
Oc1ccc(/C=N/NC(=S)NCC2CCCO2)cc1 (stereo not given)	-2.5%	3.4%	-0.8%	-16.8%	30.8µM*	-0.1%	-0.1%	-4.9	83	-2.4%
O=C(O)C1Cc2[nH]cnc2C(c2ccccc2O)N1 (stereo not given)	0.1%	-8.9%	6.4%[50 µM]	-3.0%	9.8%	12.7%	0.2%	-1.4	69	21.2%
Cc1ccc2oc(C(=O)N3CCC(O)(c4ccccc4)CC3)c(C)c2c1	2.2%	-16.8%	0.3%	10.3%	11.2%	-22.8%	-0.1%	5.1	65	6.7%
CCCCC(CCC(=O)O)(C(=O)OCC)c1csc(Nc2ccccc2)n1 (stereo not given)	.	-36.6%	-0.2%	21.6%	5.9%	-35.4%[20 µM]	-0.1%	-0.5	82	6.8%
O=C(CN1CCCC1)Nc1cccc(Cl)c1	3.5%	2.1%	0.1%	-7.0%	6.8%	-33.2%	-0.1%	1.4	45	4.6%
Cc1ccsc1C(=O)N/N=C/c1ccc([N+](=O)[O-])cc1	10.9%	-2.5%	2.0%	1.3%	2.2%	-34.3%	-0.2%	1.8	56	-6.3%
O=C(CCC1CCCCC1)NCCN1C2=NC[C@H](Cc3ccc(O)cc3)N2C[C@H]1Cc1ccc(O)cc1	0.2%	-13.1%	1.1%	-1.5%	14.8%	3.0%	-0.2%	0.0	65	-0.3%
O=C(NCc1ccc(Cl)cc1)c1ccc(-c2ccccc2C(F)(F)F)o1	5.0%	9.3%	3.2%	-9.1%	9.1%	-27.5%	-0.2%	2.5	91	-1.0%
Cc1occc1C(=O)NNC(=O)Nc1ccc(Cl)c(Cl)c1	1.9%	3.9%	1.9%[50 µM]	-14.9%	6.0%	-49.0%	0.1%	2.5	43	-4.1%
CCc1oc(C(=O)O)cc1COC	-5.8%	13.3%	0.5%	0.4%	1.5%	3.8%	-0.4%	-1.6	77	3.5%
Cc1ccc(S(=O)(=O)N2CCC(=O)N(CCOCc3cccc(C)c3)CC2)cc1	-1.9%	-4.5%	0.5%	-2.2%	11.7%	-10.3%	0.2%	-5.6	65	-2.3%
CN1C(=O)c2ccc(C(=O)Nc3nccs3)cc2C1=O	-8.7%	-17.8%	0.1%	0.4%	9.7%	-9.1%[20 µM]	-0.1%	-1.1	85	9.1%
Cc1cc(C)c2nc(N3CCC(C(=O)NCc4cccnc4)CC3)sc2c1	1.3%	-24.2%	0.1%	-0.4%	9.0%	-11.3%	-0.3%	-0.8	86	14.0%
Cc1nn(CC(=O)Nc2c(F)c(F)cc(F)c2F)c(=O)c2cccn12	-2.6%	-7.1%	0.7%	6.9%	10.7%	-31.5%	0.1%	-1.5	55	-0.5%
Cc1cc(-c2nnc(CCC(=O)N(C)C(C)c3cccs3)o2)no1 (stereo not given)	5.0%	-2.8%	-0.2%[50 µM]	3.8%	-6.1%	21.6%	-0.1%	3.1	52	6.8%
CCOC(=O)c1c(C)[nH]c(C)c1S(=O)(=O)NCCN1CCN(c2cc(Cl)ccc2C)CC1	-3.7%	-12.0%	-0.2%	-29.4%	0.9%	5.3%	-0.1%	27.4	73	11.1%
CC(=O)Nc1ccc(C(=O)NCCCOC(C)C)cc1	-2.5%	-29.7%	0.1%	16.9%	7.4%	-14.0%	-0.2%	-0.6	47	7.9%
O=C(NCc1ccccc1)c1cnsn1	1.0%	-16.6%	0.2%	-7.9%	10.7%	21.4%	0.5%	2.1	63	-12.3%
COc1ccc(C2NN=C(c3ccc(C)cc3)S2)cc1OC (stereo not given)	-0.3%	-47.0%	-0.4%	1.7%	-0.5%	-33.3%	0.2%	1.2	41	-0.6%

Additional results follow:
SMILES	KOR beta-arrestin-1	NOD1 inhibition	UTI89 phage lysis	GPR35 antagonists	Rac1 GTP hydrolysis	KOR beta-arrestin-2	GPR55 activation	NTR1 agonist	NTR1 agonist cell count 20 µM	GPR55 antagonists
Cn1c(SCC(=O)N2CCCc3ccccc32)nnc1-c1cccs1	-5.2%	0.0%	0.0%	-5.6%	-1.2%	-27.3%	-0.3%	-2.7	96	2.4%
Cc1ccc(S(=O)(=O)N2CCCOC2CNC(=O)C(=O)NCc2ccncc2)cc1 (stereo not given)	-2.2%	24.1%	2.0%	-2.0%	0.7%	19.6%	0.3%	-1.6	53	6.7%
CC(=O)c1ccc(N2CCN(C(=O)Nc3ccc(Cl)cc3)CC2)cc1	0.3%	-18.9%	0.3%	-16.5%	4.8%	-25.8%	-0.3%	6.1	29	-3.1%
O=c1[nH]c(-c2ccc(Cl)cc2)nc2c1cnn2-c1ccccc1	-4.8%	-3.6%	.	-8.9%	.	-12.7%	-0.2%	1.0	57	8.9%
CC(=O)Nc1ccc(OS(=O)(=O)c2ccc([N+](=O)[O-])cc2)cc1	.	-13.1%	-0.4%	16.4%	6.6%	13.9%[20 µM]	-0.1%	1.5	28	15.8%
COc1ccc(OC)c(/C=N/N=C2\SCC(=O)N2Cc2ccco2)c1	4.8%	-5.0%	2.6%	5.3%	2.8%	14.2%	-0.3%	3.1	60	10.9%
N#C/C(=C(/O)CCl)c1nnc2n1CCCCC2	-3.4%	-20.2%	0.5%	15.6%	4.6%	18.8%	-0.5%	0.5	60	81.0%
Cc1cc2ncn(CC(O)COc3cccc(C(=O)O)c3)c2cc1C (stereo not given)	0.9%	-17.9%	0.6%	-10.2%	6.4%	-5.8%	0.7%	-1.1	106	5.5%
O=C(CNC(=O)c1ccc(Cl)cc1)Nc1ccc(S(=O)(=O)Nc2ncccn2)cc1	-0.4%	-4.5%	0.2%	-5.4%	12.9%	-2.1%	0.4%	0.9	56	-1.6%
Cn1c(=O)c2c(nc(N3CCCC3)n2C)n(C)c1=O	8.3%	-7.3%	0.2%	-3.7%	3.1%	-7.5%	-0.2%	-1.3	84	1.9%
Cn1nnnc1SCc1ccccc1F	5.1%	.	-0.1%	4.7%	3.8%	-2.1%	-0.2%	-1.7	73	15.8%
CCCCOc1ccc(NC(=O)CN2CCN(CC)CC2)cc1	-5.6%	-29.3%	0.7%	1.4%	71.8µM*	-9.0%	-0.2%	0.0	51	-2.7%
CC(=O)OCc1c(C(F)(F)F)nn(C)c1SCc1ccc(Cl)cc1	3.1%	11.7%	0.1%	3.2%	9.2%	0.5%	0.0%	0.2	48	-6.0%
COc1ccc(-n2ccnc2SCC(=O)Nc2cc(C)on2)cc1	-3.7%	-32.5%	0.5%[50 µM]	-2.3%	10.1%	21.5%	0.4%	-1.6	71	27.7%
CCNS(=O)(=O)c1ccc(CCC(=O)NCc2ccc3c(c2)OCO3)cc1	-2.4%	-31.3%	0.1%	-2.2%	7.5%	-6.4%	-0.1%	-1.2	59	-0.3%
CC1CCN(CCCNC(=O)c2ccc3c(=O)n(Cc4ccc(Cl)cc4)c(=S)[nH]c3c2)CC1	-1.3%	-52.7%	0.3%	21.1%	15.5%	-47.2%	0.1%	52.2*	38*	0.7%
CC1(c2ccc(OC(F)F)cc2)NC(=O)N(CC(=O)Nc2ccc(F)cc2)C1=O (stereo not given)	5.9%	-25.1%	-0.6%	-6.1%	-5.1%	-29.4%	0.2%	1.7	52	0.3%
CC(Cc1ccc(Cl)cc1)N1CCC(n2nccc2NC(=O)C2CCCC2)CC1 (stereo not given)	1.3%	-29.8%	-0.1%	-2.5%	2.0%	-9.5%	-0.1%	-0.8	66	14.4%
COc1ccc(C(=O)n2nc(-c3ccco3)nc2N)cc1OC	-1.6%	-17.2%	0.2%	6.1%	1.4%	10.2%	-0.3%	.	.	-3.7%
C=CCn1c(N)nc2ccccc21	-0.8%	-27.2%	-0.3%	-5.0%	0.1%	-15.3%	-0.2%	-0.1	49	14.8%
CCOc1ccccc1/C=N/NC(=O)c1nnn(-c2nonc2N)c1CN1CCC(C)CC1	-3.6%	-15.4%	0.2%	1.7%	12.1%	-1.2%	0.1%	0.3	39	-3.3%
Cc1ccc(NC(=O)Nc2ccc3c(c2)OCO3)cc1F	3.7%	-111.6%	0.0%	-9.9%	3.4%	9.7%	0.3%	0.5	76	19.3%
Cc1ccc(-c2nn(C)c(=O)c3ccccc23)cc1S(=O)(=O)NCCN1CCOCC1	0.2%	-13.0%	7.4%	-8.1%	1.4%	11.6%	0.2%	1.8	34	9.1%
COC(=O)c1cccc(NS(C)(=O)=O)c1C	4.1%	26.6%	-0.2%	9.7%	-3.0%	-15.0%	-0.1%	2.1	74	.
O=C(Nc1ccnn1C1CCN(C(=O)c2cccc(Cl)c2)CC1)C1CCOC1 (stereo not given)	0.7%	-9.7%	0.0%	-3.6%	4.4%	3.1%	-0.1%	0.1	71	5.6%
O=C(c1csc2c1CCCC2)N1CCN(c2ccc(F)cc2)CC1	-2.3%	-25.3%	0.1%	-3.8%	5.2%	23.8%	-0.1%	-1.0	74	-8.5%
